Screens (PubChem BioAssay)
CHRM5 agonist: human M5 muscarinic receptor agonists, primary screen, CHO-K1 cells, Fluo-8 calcium fluorescence; Muscarinic acetylcholine receptor M5 (Homo sapiens), P08912; CHO-K1 hM5 cells; 0% DMSO wells, 100% maximal acetylcholine response; activation, % at 3 µM; 360,000 tested, 0.19% active;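 active = activation above the run's mean over test compounds plus 3 SD, cut at about 23% in these data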;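 also: signal is peak over basal fluorescence ratio across the kinetic read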
M1 ag: human M1 muscarinic receptor agonists, primary screen, Fluo-8 calcium fluorescence, CHO-K1 cells, HTS; Muscarinic acetylcholine receptor M1 (Homo sapiens), P11229; CHO-K1 hM1, agonist mode; 0% DMSO, 100% acetylcholine EC100; activation, % at 3 µM; 360,000 tested, 0.33% active;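 active = activation above the run's mean compound activation plus 3 SD, cut at about 16% in these data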;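 also: peak over basal fluorescence ratio within a 140 s kinetic read after compound addition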
CHRM5 antagonist: human M5 muscarinic receptor antagonists, primary screen, CHO cells, Fluo-8 calcium fluorescence; CHO-hM5 cells, ACh EC80; inhibition, % at 3 µM; 360,000 tested, 0.59% active; Muscarinic acetylcholine receptor M5 (Homo sapiens), P08912;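 active = inhibition above a per-plate cutoff, the mean of that plate's test compounds plus 3 SD, cut at about 27% in these data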;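 also: 0% = acetylcholine EC80 with DMSO and 100% = DMSO without agonist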
M4 antag: human M4 muscarinic receptor antagonists, primary screen, CHO cells, Fluo-8 calcium fluorescence; CHO-hM4 cells, ACh EC80; inhibition, % at 3 µM; 360,000 tested, 0.73% active;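 active = inhibition above its plate's cutoff, the mean inhibition of sample wells plus 3 SD, cut at about 27% in these data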;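 also: 0% = acetylcholine EC80 with DMSO and 100% = DMSO without agonist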
Target sequence (P08173 whole entry, looked up): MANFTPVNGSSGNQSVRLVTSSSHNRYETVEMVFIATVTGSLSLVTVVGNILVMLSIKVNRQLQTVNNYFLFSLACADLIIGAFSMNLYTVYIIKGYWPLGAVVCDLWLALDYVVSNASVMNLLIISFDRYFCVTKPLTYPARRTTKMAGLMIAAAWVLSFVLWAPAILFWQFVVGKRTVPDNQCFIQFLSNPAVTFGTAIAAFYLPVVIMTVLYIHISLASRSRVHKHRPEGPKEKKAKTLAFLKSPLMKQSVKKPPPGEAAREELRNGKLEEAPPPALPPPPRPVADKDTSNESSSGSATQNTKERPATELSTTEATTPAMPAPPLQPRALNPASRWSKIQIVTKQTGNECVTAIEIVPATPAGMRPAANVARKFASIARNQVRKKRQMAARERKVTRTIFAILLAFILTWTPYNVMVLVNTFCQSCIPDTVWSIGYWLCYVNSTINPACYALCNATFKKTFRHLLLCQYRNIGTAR
M5 PAM: human M5 muscarinic receptor positive allosteric modulators, primary screen, CHO-K1 cells, Fluo-8 calcium fluorescence. activation, % at 3 µM. Muscarinic acetylcholine receptor M5 (Homo sapiens), P08912. 360,000 tested, 0.3% active. CHO-K1 hM5, ACh EC20 PAM; 0% = ACh EC20, 100% = ACh EC100;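 active = activation above the run cutoff, the mean activation of all test compounds plus 3 SD, cut at about 18% in these data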
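system = human M5 receptor in CHO-K1 cells | compound = one concentration, 3 µM final (nominal) | schedule = Post-acetylcholine fluorescence recording 140 s | signal = Fluo-8 calcium dye fluorescence, kinetic read | benchmarks = low control EC20 acetylcholine (0%), high control EC100 acetylcholine (100%) | repeats = singlicate, one well per test compound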
TAAR1 agonist: human TAAR1 agonists, primary screen, Fluo-8 calcium fluorescence, CHO RD-HGA16 cells; activation, % at 3 µM; vehicle wells 0%, saturating PEA agonist 100%; 360,000 tested, 0.99% active; AID 624467, 2012; Trace amine-associated receptor 1 (Homo sapiens), Q96RJ0;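 active = activation above the mean activation of all test compounds in the run plus 3 SD, cut at about 38% in these data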
Target sequence (Q96RJ0 whole entry, looked up): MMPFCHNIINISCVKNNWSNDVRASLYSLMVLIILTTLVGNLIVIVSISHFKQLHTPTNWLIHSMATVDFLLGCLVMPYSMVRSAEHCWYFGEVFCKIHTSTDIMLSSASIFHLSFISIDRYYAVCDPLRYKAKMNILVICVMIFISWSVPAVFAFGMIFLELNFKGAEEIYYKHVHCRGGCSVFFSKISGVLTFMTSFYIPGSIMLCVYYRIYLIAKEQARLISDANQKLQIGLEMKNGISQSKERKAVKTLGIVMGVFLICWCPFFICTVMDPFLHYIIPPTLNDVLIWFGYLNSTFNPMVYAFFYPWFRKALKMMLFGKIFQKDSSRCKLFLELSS
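Assay system: CHO-derived RD-HGA16 cells with stable Gα16 and human TAAR1; timing: 17-24 h seeding, 75 min 37 °C dye, 30 min RT; read-out: % activation from peak over basal fluorescence ratio, DMSO-to-PEA scaled; measured by: kinetic Fluo-8 calcium fluorescence; benchmarks: low control DMSO, high control PEA (EC100); doses: 3 µM single concentration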
CHRM1 PAM: human M1 muscarinic receptor positive allosteric modulators, primary screen, CHO-K1 cells, Fluo-8 calcium fluorescence, 1536-well; 360,000 tested, 0.088% active; AID 588819, 2011; CHO-K1 hM1, ACh EC20; 0% = ACh EC20, 100% = maximal ACh; activation, % at 3 µM; Muscarinic acetylcholine receptor M1 (Homo sapiens), P11229; in the data active = activation above about 19%, passing the limit was not always enough
CHRM1 antagonist: human M1 muscarinic receptor antagonists, primary screen, CHO-K1 cells, Fluo-8 calcium fluorescence, 1536-well; Muscarinic acetylcholine receptor M1 (Homo sapiens), P11229; inhibition, % at 3 µM; 360,000 tested, 1.3% active; CHO-K1 hM1, ACh EC80 antagonist; AID 588852, 2011;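 active = percent inhibition above its own plate's cutoff, namely the mean of that plate's compound wells plus 3 SD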;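 also: peak over basal fluorescence ratio during 140 s after agonist addition; 0% = ACh EC80 plus DMSO and 100% = DMSO alone without agonist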
M4 ag: human M4 muscarinic receptor agonists, primary screen, CHO-K1 cells, Fluo-8 calcium fluorescence | CHO-K1 hM4/Gqi5; vehicle 0%, full acetylcholine response 100% | activation, % at 3 µM | 360,000 tested, 0.14% active;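 active = activation above the run mean over all test wells plus 3 SD, cut at about 32% in these data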;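 also: peak over basal fluorescence ratio per well then scaled between controls; 0% = DMSO wells and 100% = acetylcholine at EC100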
An asterisk follows results filed as active; . = no result given. Not all compounds are listed; rates above refer to the full screens.

SMILES	CHRM5 agonist	M1 ag	CHRM5 antagonist	M4 antag	M5 PAM	TAAR1 agonist	CHRM1 PAM	CHRM1 antagonist	M4 ag
COCCN1CCN(C(=O)c2cc(COc3ccc(F)cc3F)on2)CC1	-3	-3	-15	-11	7	0	13	-11	1
COC(=O)c1sccc1-n1cccc1C(=O)C(=O)N1CCOCC1	-1	-4	-3	10	1	5	8	-13	2
Cc1ccc(/C=C/S(=O)(=O)NCCC(=O)NCc2ccc(F)cc2)cc1	-1	-1	1	-1	2	2	1	-6	1
COc1ccc(NC(=O)NNC(=O)CCC(=O)Nc2ccccc2Cl)cc1	-4	-2	1	2	-6	3	9	-10	0
Nc1nc(SCC(=O)NCCCO)nc2sc3c(c12)CCC3	-1	-4	0	-6	3	14	8	-20	0
CN(CC(=O)Nc1c(Cl)cccc1Cl)CC(=O)N1CCc2ccccc21	3	11	8	1	-7	6	-7	4	8
Cc1ccc(CN(C)c2ccc(S(=O)(=O)N3CCCC3)cn2)cc1	1	-3	-2	-8	3	1	-1	-1	8
O=C(Nc1ccccc1Br)C1CCN(C(=O)Cc2ccccc2)CC1	-1	-1	10	4	-10	6	12	-12	2
S=c1nc(-c2ccccc2Br)[nH][nH]1	0	10	9	1	-10	3	18	-5	0
COc1ccccc1NS(=O)(=O)c1ccc2oc(SC(C)C(=O)N3CCNC3=O)nc2c1 (stereo unspecified)	11	3	13	11	-42	23	-3	12	32*
C[C@H](CO)N1C[C@H](C)[C@@H](CN(C)C(=O)Nc2ccc(C(F)(F)F)cc2)Oc2c(NC(=O)Nc3ccc(C(F)(F)F)cc3)cccc2C1=O	8	0	-2	9	8	10	3	-1	6
CCOC(=O)[C@H]1[C@H]2COc3ccc(OC)cc3[C@@H]2N2C(=O)CN(Cc3ccccc3)C(=O)[C@@]12C	-8	-9	-1	-5	5	10	-2	5	10
COc1cccc(/C=C/C(=O)OCC(=O)Nc2ccc3c(c2)OCO3)c1	-3	-3	4	8	-7	-1	12	-19	3
CSc1ccccc1OCc1cc(C(=O)NCCCn2nc(C)cc2C)no1	3	-4	-11	-7	-4	5	1	-4	7
Cc1c(C(=O)N2CCC[C@H]2CO)oc2c(F)cccc12	-3	0	10	5	-2	9	10	-6	0
CC(=O)c1c(C)c[nH]c1C	1	-1	-6	-3	4	16	-1	2	0
O=C(COc1ccc(S(=O)(=O)N2CCCC2)cc1Cl)NC1CCCC1	-1	-6	-1	7	0	6	-1	2	1
COc1ccc(/C=C2\Oc3cc(OCC(=O)N4CCC[C@H]4C(=O)O)ccc3C2=O)cc1OC	1	-2	-3	-11	0	.	8	-13	0
Cc1ccc(-c2[nH]c(-c3ccccc3)nc2SCC(=O)NCC2CCCO2)cc1 (stereo unspecified)	3	-3	2	-8	-9	9	0	-16	14
C#CCn1c(S(=O)(=O)Cc2ccc(F)cc2)nc(-c2ccccc2)c1-c1ccccc1	0	-5	-4	-2	-2	2	2	-7	0
CN(C)/C=N/C(=S)Nc1cc(Cl)cc(Cl)c1	8	-4	8	-1	-16	9	1	1	13
COCCCNc1nc2c(c(=O)n(Cc3ccc(F)cc3)c(=O)n2C)n1C	0	-4	-1	-1	5	2	1	4	2
COc1ccc(-c2nn(CCC#N)cc2/C=N/O)cc1OC	-1	-4	9	11	-4	4	-3	0	1
OCCC1CN(Cc2cccc3nonc23)CCN1C1CCCCC1 (stereo unspecified)	-6	-7	5	5	8	1	-7	20	0
Cc1ccc(C(=O)C2CCN(CC(=O)Nc3ccc(N(C)C)cc3)CC2)cc1	1	-5	-2	-7	3	4	5	-8	3
CCN(CC)C(=O)CSc1nnc(COc2ccccc2)n1N	-1	-1	-5	-7	7	5	3	2	0
CC(C)NC(=O)C1(C)CN(S(C)(=O)=O)CC(=O)N1Cc1ccc2c(c1)OCO2 (stereo unspecified)	2	.	-17	-10	14	2	.	.	1
C[C@H]1CC[C@]2(O[C@@H](CCO)C[C@@H](O)[C@@H]2O)O1	-2	6	5	0	5	1	11	5	1
COc1ccc(CCNC(=O)C2CC2)cc1OC	3	8	6	-5	0	9	24	-31	0
C=C1CCN([C@@H](Cc2ccccc2)C(=O)Nc2ccc(OC)cc2)S(=O)(=O)c2ccccc21	-2	-6	10	2	-15	2	-14	20	12
COc1ccc2[nH]c(C(=O)NCc3ccccc3)c(C)c2c1	-4	-4	3	4	-1	0	3	-9	2
COc1ccccc1N1CCN(C(=O)CCCC2=NS(=O)(=O)c3ccccc3N2)CC1	2	4	8	-4	-12	6	1	-6	9
COc1ccc(CC(=O)NCc2nnc(SCCOc3ccccc3)n2C)cc1	-2	-5	-5	7	1	7	4	-6	0
CCCCNC(=O)c1[nH]c(C2CCNCC2)nc1-c1cccc(C(F)(F)F)c1	2	.	-3	1	2	0	.	.	2
Cc1ccc(C(C(=O)NCC2CCCO2)N(Cc2ccccc2)C(=O)c2ccc(-c3ccccc3)[nH]2)o1 (stereo unspecified)	3	-5	6	10	-13	9	-2	6	9
COc1cc(/C=C/C(=O)OCC(=O)NC(=O)NC2CCCC2)ccc1OCC#N	4	-2	3	-9	1	7	4	-6	5
CCCCC[C@H](C)N1C[C@@H](COCc2ccccc2)Oc2cc(N3CC[C@H](O)C3)ccc2S1(=O)=O	0	.	1	-4	-1	0	.	.	1
CN(C(=O)c1ccccc1C(=O)c1ccccc1)C1CCS(=O)(=O)C1 (stereo unspecified)	-1	-1	-5	-8	1	10	5	-18	3
Cc1ccc(/C=N/NC(=O)c2ccco2)cc1	5	-3	-9	1	3	0	3	-10	0
CC(=O)Oc1cccc(N2C(=O)C3C4C=CC(CC4)C3C2=O)c1 (stereo unspecified)	-2	-5	-7	-5	7	-1	5	-12	0
CC1CCCC(C)N1C(=O)CSc1nnc(-c2ccco2)n1C (stereo unspecified)	2	1	-2	0	10	2	16	-6	2
CCCn1nnnc1NCc1ccccc1Cl	-2	-5	10	1	5	2	5	-15	1
Cc1ccc(Cn2c(SC3CCOC3=O)nc3ccccc3c2=O)cc1 (stereo unspecified)	-4	-9	-2	1	1	1	3	-4	2
CC(C)(C)NC(=O)c1cccc(NC(=O)CSc2ccc(Cl)cc2)c1	2	-4	6	6	0	2	-1	3	6
Cc1ccccc1NC(=O)CSc1nc(COc2ccccc2)nc2ccccc12	0	-6	5	-4	-8	2	-8	0	4
CC(=O)N1CCCN(Cc2cn(-c3cccc(C)c3)nc2-c2cccc(F)c2)CC1	-1	-3	-2	13	3	1	1	-19	0
CCc1nnc(SCC(=O)Nc2ccc(N3CCOCC3)cc2)o1	1	6	1	1	-2	4	14	1	1
Cc1nn(Cc2ccc(Cl)c(Cl)c2)c(C)c1NC(=O)c1cn(-c2ccccc2)nc1-c1ccccc1	-2	-4	4	11	25*	0	-3	3	2
CC(C)(C)NC(=O)C(c1ccccn1)N(C(=O)c1csnn1)C1CCCCC1 (stereo unspecified)	0	-1	-8	2	9	4	6	4	1
CCc1nc2ccc(C(=O)NC3CCN(Cc4ccccc4)CC3)cn2c1N(C)Cc1cccs1	1	-1	9	1	-7	18	-24	14	10
CCCn1c(C)cc(C(=O)COC(=O)c2cc(S(=O)(=O)NCC(C)C)c(Cl)cc2Cl)c1C	-9	-5	-11	10	-12	1	-14	14	3
COc1cccc(C(C(=O)NCc2ccccc2)N2CCN(CCN3CCOCC3)CC2)c1OC (stereo unspecified)	1	.	2	-9	2	0	.	.	0
CCc1nc2c(OCc3cccc(OC)c3)cccn2c1N(C)C(=O)C(C)C	-1	-9	0	1	0	3	-3	5	1
O=C(/C=C/c1cccc(F)c1)NCc1ccc2c(c1)OCO2	-2	-4	10	0	-4	-3	0	2	0
N#C/C(=C\c1cn(Cc2ccc(C#N)cc2)c2ccccc12)C(=O)NCc1cccs1	-5	-3	8	-8	-4	4	-4	0	1
N#Cc1nc(-c2ccco2)oc1NCCCn1ccnc1	1	-5	3	16	-2	0	3	-6	0
CCc1ccccc1-n1c(SCC(=O)NC)nnc1-c1ccco1	9	-2	-16	-3	18*	-1	5	-9	1
Cc1cc(NC(=O)c2ccc(F)cc2)n(-c2ccccc2)n1	-5	-1	1	0	5	-1	6	-5	2
COc1ccc(NC(=O)COC(=O)CC2Sc3ccccc3NC2=O)cc1 (stereo unspecified)	7	3	6	-2	-21	8	-6	4	21
COc1ccc(/C=N/NC(=O)Cn2ccnc2C)cc1OC	6	0	-7	-8	12	0	15	-15	1

Exported with each value named: four of the compounds above
O=C(/C=C/c1cccc(F)c1)NCc1ccc2c(c1)OCO2
  CHRM5 agonist: -2; M1 ag: -4; CHRM5 antagonist: 10; M4 antag: 0; M5 PAM: -4; TAAR1 agonist: -3; CHRM1 PAM: 0; CHRM1 antagonist: 2; M4 ag: 0

N#C/C(=C\c1cn(Cc2ccc(C#N)cc2)c2ccccc12)C(=O)NCc1cccs1
  CHRM5 agonist: -5; M1 ag: -3; CHRM5 antagonist: 8; M4 antag: -8; M5 PAM: -4; TAAR1 agonist: 4; CHRM1 PAM: -4; CHRM1 antagonist: 0; M4 ag: 1

N#Cc1nc(-c2ccco2)oc1NCCCn1ccnc1
  CHRM5 agonist: 1; M1 ag: -5; CHRM5 antagonist: 3; M4 antag: 16; M5 PAM: -2; TAAR1 agonist: 0; CHRM1 PAM: 3; CHRM1 antagonist: -6; M4 ag: 0

CCc1ccccc1-n1c(SCC(=O)NC)nnc1-c1ccco1
  CHRM5 agonist: 9; M1 ag: -2; CHRM5 antagonist: -16; M4 antag: -3; M5 PAM: 18*; TAAR1 agonist: -1; CHRM1 PAM: 5; CHRM1 antagonist: -9; M4 ag: 1

Following part:
SMILES	CHRM5 agonist	M1 ag	CHRM5 antagonist	M4 antag	M5 PAM	TAAR1 agonist	CHRM1 PAM	CHRM1 antagonist	M4 ag
CC(=O)Nc1cc(C(=O)N2CCCC2)ccc1S(=O)(=O)c1ccc(Cl)cc1	2	-5	1	-1	1	7	10	-8	-2
COC(=O)c1cc(NC(=O)c2cc(C)oc2C)cc(C(=O)OC)c1	0	-2	-5	16	-1	4	2	2	0
C=CCN=c1sc(C(=O)OC)cc(=O)n1CC=C	-2	-5	2	6	-4	4	5	-5	0
CC1CN(c2nc(-c3ccccc3)nnc2-c2ccccc2)CC(C)O1 (stereo unspecified)	-6	-4	0	-23	16	9	1	-6	-1
COc1cc(OC)cc(C(=O)N[C@H](C(=O)NCc2ccc(F)cc2)C(C)C)c1	-7	-9	-3	-10	9	2	8	-13	0
COc1ccc(C(CNC(=O)c2ccc(NS(=O)(=O)c3ccccc3)cc2)N2CCOCC2)cc1 (stereo unspecified)	0	-8	5	8	-6	1	-4	5	3
Cc1cccn2c(=O)nc(SCC(=O)N3CCOCC3)nc12	-3	0	8	12	-5	4	4	-2	0
O=C(CSCc1cccc(Br)c1)N1CCOCC1	0	-6	12	3	-3	15	-5	1	1
